From PubChem BioAssay
MITF TRPM1 HTS – activators of MITF-driven TRPM1 promoter activity in SK-MEL-5 cells; SK-MEL-5 TRPM1-promoter luciferase, 24 h; % of positive control, neutral wells = 0; activation, % at 12.5 µM; 300,000 compounds, 0.75% hits; AID 588334;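 active = mean activation of at least 80% with every replicate also reaching 80%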;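 also: 0% = neutral control wells and 100% = parthenolide positive control wells; values of inactives mirror those of a sister screen read the other way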
SUMO Mot1 rescue – inhibitors of SUMOylation pathway: yeast Mot1-301 growth rescue; S. cerevisiae Mot1-301 growth rescue, ATP luminescence, 38.5C; percent above DMSO median, 100 means doubled; growth rescue, % at 18.8 µM; 320,000 compounds, 1% hits;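 active = every valid replicate shows activation above 250% relative to neutral control wells; inactive = the rest, any valid replicate at or below 250%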;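 also: OY570 slx delta 5 strain wells were the positive control but not used for scaling; some compounds called inactive have numbers as strong as hits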
SR-BI DiI inh – inhibitors of mouse SR-BI mediated HDL lipid uptake | Q61009 | ldlA[mSR-BI] CHO cells, DiI-HDL uptake fluorescence, 3 h | inhibition, % at 12.5 µM | 320,000 compounds, 0.96% hits | AID 488896;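 active = mean replicate inhibition of at least 70% and a set share of replicates each scoring 70 or more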;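 also: 0% = median of neutral control wells and 100% = median of positive control wells; values of inactives mirror those of a sister screen read the other way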
PKA-R1A act – activates the PKA-R1A holoenzyme complex; PKA-R1A dissociation, Cy5-IP20 fluorescence polarization; scaled: DMSO 0%, 113 µM cGMP 100%; activation, % at 11.4 µM; AID 504707; 340,000 compounds, 0.083% hits;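 active = percent activation above the mean of all tested compounds plus 3 SD, cut at about 19% in these data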;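 also: higher means more PKAc released from R1A so a rise in polarization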
CDK5 p35 inh – inhibitors of human CDK5/p35 kinase; Q00535+Q15078; Recombinant CDK5/p35, ADP-Glo luminescence, 60 min; inhibition, % at 10 µM; 330,000 compounds, 0.01% hits; AID 488839;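 active = highest replicate inhibition of at least 50% and at least 75% of replicates reaching 50%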;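 also: plate controls were DMSO neutral control for no effect and GW8510 at 10 µM for full effect; many of its hits are not listed in these tables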
Target sequence (Q00535 whole entry, looked up): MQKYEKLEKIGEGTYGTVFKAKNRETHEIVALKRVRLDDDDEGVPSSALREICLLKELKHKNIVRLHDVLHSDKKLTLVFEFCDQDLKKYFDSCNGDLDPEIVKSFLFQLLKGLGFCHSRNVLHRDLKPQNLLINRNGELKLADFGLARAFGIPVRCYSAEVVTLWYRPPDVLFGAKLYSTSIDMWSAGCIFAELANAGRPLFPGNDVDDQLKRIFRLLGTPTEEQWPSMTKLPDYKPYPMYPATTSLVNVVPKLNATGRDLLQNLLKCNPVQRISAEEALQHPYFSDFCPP
Target sequence (Q15078 whole entry, looked up): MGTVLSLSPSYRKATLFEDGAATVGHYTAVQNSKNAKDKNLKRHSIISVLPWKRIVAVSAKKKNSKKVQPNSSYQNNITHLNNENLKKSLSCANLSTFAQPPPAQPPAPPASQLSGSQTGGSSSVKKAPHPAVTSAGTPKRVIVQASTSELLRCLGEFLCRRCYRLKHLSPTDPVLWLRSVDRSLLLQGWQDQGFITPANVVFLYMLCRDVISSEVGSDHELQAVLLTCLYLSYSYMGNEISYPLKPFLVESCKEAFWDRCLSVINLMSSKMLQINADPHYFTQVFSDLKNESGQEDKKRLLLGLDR
dFosB activator – enhances mouse delta FosB homodimer DNA binding | purified delta FosB, TAMRA-CDK5 oligo fluorescence polarization; percent of positive-control signal above neutral wells | activation, % at 25 µM | 340,000 compounds, 0.99% hits;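 active = mean activation above about 17%, with every replicate also reaching it, limit read from the data, passing the limit was not always enough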;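 also: fluorescence polarization rise as delta FosB binds a TAMRA Cdk5 AP-1 oligo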
NSD2 HMT inh – blocks human histone methyltransferase NSD2; NSD2 peptide methylation, AlphaScreen, 120 min; inhibition, % at 12.5 µM; 310,000 compounds, 0.54% hits; in the data active = inhibition above about 50%
PKA-R2B act – PKA-R2B complex activation | PKA-R2B holoenzyme dissociation, Cy5-IP20 fluorescence polarization; R2B truncated from residue 108, S112A mutant; 0% DMSO only, 100% 113 µM cGMP | activation, % at 11.4 µM | 340,000 compounds, 0.079% hits | AID 504700;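 active = activation above a cutoff set at the mean over all compounds plus 3 SD, cut at about 18% in these data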;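 also: higher means more holoenzyme dissociation and a rise in polarization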
Arr AP2 block – human beta-arrestin and AP2 interaction inhibition; FITC-arrestin peptide / GST-AP2 beads, flow cytometry; AP2 beta2 appendage carries R879A mutation; inhibition, % at 10 µM; 340,000 compounds, 0.31% hits;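 active = inhibition above a set limit, near 3 SD of compounds lacking own fluorescence, cut at about 54% in these data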;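 also: plate controls were DMSO wells for no effect and 5 µM unlabelled arrestin peptide for full effect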
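Assay system: GST-AP2 R879A bound to glutathione beads, E. coli-expressed; Medium: PBS with 0.05% Tween 20 and 0.1% BSA; Also added: fluorescein-tagged arrestin peptide at 50 nM final; Timing: 12 min plus 1 h, RT; Measured by: flow cytometry, FL1 (488/535 nm); Evaluation: percent drop in bead-associated FITC signal.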
Pemphigus Ab inh – blocks pemphigus antibody binding to human desmoglein-3; AID 588358; binding (percent of control), % at 10 µM; DSG3-coupled beads, scFv-anti-DSG3-GFP binding, flow cytometry; active compounds read low; P32926; 310,000 compounds, 0.48% hits;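 active = binding more than 3 SD below its plate's average and above zero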;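 also: hits lower antibody fragment binding to DSG3; some compounds called inactive have numbers as strong as hits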
SR-BI uptake up – activators of SR-BI mediated HDL lipid uptake. 320,000 compounds, 0.096% hits. AID 504775. CHO ldlA[mSR-BI] cells, DiI-HDL uptake fluorescence, 3 h; 100 = double the neutral-control signal. activation, % at 12.5 µM;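 active = mean replicate activation of at least 60% and every replicate at or above 60%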;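 also: 0% = median plate neutral-control signal and 100% = twice that signal; values of inactives mirror those of a sister screen read the other way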
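System: CHO ldlA[mSR-BI] cells / Medium: HEPES-buffered (25 mM, pH 7.4) F12 plus 0.5% BSA / Probe or stimulus: labelled HDL, 10 µg/mL / Doses: single compound concentration, delivered by pin transfer / Schedule: 3 h, 37 °C / Measured by: DiI fluorescence, bottom read / Measure: cell-associated DiI fluorescence as measure of HDL uptake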
Active calls of the source: *; · = no result given.

SMILES	MITF TRPM1 HTS	SUMO Mot1 rescue	SR-BI DiI inh	PKA-R1A act	CDK5 p35 inh	dFosB activator	NSD2 HMT inh	PKA-R2B act	Arr AP2 block	Pemphigus Ab inh	SR-BI uptake up
C#Cc1ccc(CN2CCC(C(=O)Nc3ccc(Oc4ccccc4)nc3)CC2)cc1	-29	-11	4	16	0.2	-9	1	3	9	·	-4
COc1cc(-c2noc(C)c2C(=O)NCCCn2ccnc2)cc(OC)c1OC	-4	-6	-11	5	-0.6	-2	·	7	24	105	11
CC(C)n1cnnc1SCC(=O)NCC(=O)Nc1ccc(F)cc1	1	-12	-31	-4	0.1	-2	-1	4	1	104	31
O=C(CCCCn1c(=O)[nH]c2ccccc2c1=O)NC1CCN(Cc2ccccc2)CC1	-8	-11	2	-4	0.2	-8	·	-4	20	101	-2
O=C(c1ccc(F)cc1)N1CCCC(C(=O)N2CCc3ccccc3C2)C1 (centres undefined)	·	10	-11	-8	0.4	-3	14	-1	-2	·	11
COc1cccc(CNC(=O)c2cnc(-c3ccccn3)nc2C(F)(F)F)c1	-5	·	-18	-10	0.0	0	-5	-3	-7	·	18
COc1ccc2nc(SCC(=O)Nc3c(C)cccc3C)[nH]c2c1	5	·	22	-6	2.4	2	-1	5	6	83	-22
NC(=O)/C(=C/c1ccc2c(c1)OCO2)NC(=O)c1ccco1	-23	-4	-4	2	0.4	-11	-3	4	13	106	4
Cn1cc(CN2CCN(Cc3ccccc3)CC2)c(-c2cccc(Cl)c2)n1	1	2	·	-4	0.2	-3	5	-4	4	92	·
Cc1ccnc(NS(=O)(=O)c2ccc(NS(C)(=O)=O)cc2)n1	0	-2	-3	-5	2.3	1	5	6	38	100	3
CCCC(C(=O)NC1CCCC1)N(Cc1ccc(F)cc1)C(=O)c1snc(C(N)=O)c1N (centres undefined)	3	132	·	-8	-2.8	-19	-5	2	-8	·	·
O=C(Nc1ccccc1C(=O)O)c1cccc(N2C(=O)c3ccccc3C2=O)c1	10	2	-25	5	-0.1	-4	-1	-1	5	103	25
Cc1cccc2sc(NNC(=O)c3ccc4c(c3)OCCO4)nc12	·	16	2	0	-1.0	-5	·	-7	0	99	-2
O=S(=O)(NC1CC1)c1ccc2c3c(cccc13)CC2	-4	-21	16	7	1.0	-10	-1	9	7	100	-16
O=C(COC(=O)CSc1ccccc1)NCCNC(=O)COC(=O)CSc1ccccc1	-10	9	-35	-10	-0.7	-2	0	-14	24	106	35
Cc1ccc(NC(=O)COc2nc(C)cs2)cc1	-2	-5	-22	-11	1.4	2	4	-1	6	117	22
COC(=O)C1=C(C)NC(=O)CC1c1ccccc1OC (centres undefined)	14	8	3	7	0.7	-2	2	0	52	96	-3
O=C(CO)C(O)C(O)C(O)CO (centres undefined)	-5	22	0	-8	-1.0	2	·	-2	-91	·	0
Cc1ccccc1-n1nc2c(c1NC(=O)c1c(-c3ccccc3Cl)noc1C)CS(=O)(=O)C2	0	-19	-4	-2	2.8	-1	1	-2	19	101	4
CCOC(=O)CSc1nc2ccc(N3CCOCC3)cc2c(=O)n1Cc1ccccc1	·	-13	-28	-14	0.6	-5	1	-5	9	100	28
CCOC(=O)c1ccc(NS(=O)(=O)c2cc(C)ccc2OC)cc1	·	-10	·	-1	-1.1	-4	-2	0	5	·	·
O=C(NNc1cccc(Cl)n1)c1ccc(Cl)cc1Cl	·	-15	-1	1	2.2	1	-1	-10	9	100	1
Cc1ccc(S(=O)(=O)N2CCN(C(=O)c3ccccc3)CC2)cc1	·	0	-13	2	-1.2	0	-5	3	0	98	13
CC(=O)Nc1ccc(S(=O)(=O)NCCC(=O)Nc2ncccc2C)cc1	-4	5	-28	2	-0.4	0	1	3	7	100	28
CCN(CC)c1ccc(NC(=O)c2ccc3c(c2)OCO3)c(C)c1	·	12	17	6	-0.5	-4	-4	0	-7	98	-17
COc1cc(/C=C2\SC(=S)N(CCC(=O)Nc3ccc(O)cc3)C2=O)cc(OC)c1OC	-16	17	40	-10	1.7	1	0	-8	-16	·	-40
COc1ccc(NC(=O)Nc2cc(C)ccc2F)cc1OC	53	-4	33	-11	1.0	-9	-1	-1	24	74	-33
CCCn1c(N2CCN(CC(=O)c3c(C)n(C)c4ccc(OC)cc34)CC2)nc2c1c(=O)[nH]c(=O)n2C	22	·	21	4	0.0	-9	-5	-4	4	101	-21
N#C/C(=C/c1ccccc1[N+](=O)[O-])C(=O)NCc1ccco1	-12	-6	-8	-6	1.2	-6	6	-9	-12	104	8
CCOc1ccc(NC(=O)C(C)Oc2ccc(C#N)cc2)cc1S(=O)(=O)N1CCCC1 (centres undefined)	9	0	44	-5	0.0	-14	5	-10	-1	96	-44
COc1ccc(/C=C2/CCC(CN3CCOCC3)C2=O)cc1 (centres undefined)	-99	·	15	10	3.0	-13	6	-5	19	91	-15
COc1ccccc1NC(=O)CN1CCN(CC(=O)Nc2ccc(OC)c(OC)c2)CC1	1	-20	35	-7	0.2	1	0	-8	-1	105	-35
CCNc1nc(N)nc(Oc2ccc(OCCOc3ccccc3)nn2)n1	14	-4	-3	-4	0.4	-3	-2	17	35	107	3
COc1ccccc1C(=O)Nc1nnc(-c2ccc3c(c2)CCCC3)o1	·	107	11	2	0.5	-30	·	0	4	98	-13
COc1cccc(NC(=O)Cn2c(CCC(=O)O)ccc2-c2ccc(C)cc2)c1	·	-13	-4	-1	-5.0	-10	5	-8	22	113	4
O=C(CNCc1ccccn1)Nc1cc(C(F)(F)F)ccc1N1CCOCC1	7	-1	·	7	3.7	-9	-2	-2	10	87	·
O=C(CN(C(=O)c1csnn1)c1ccc(F)cc1)NCCc1ccccc1	0	-1	-12	1	0.4	4	-1	-9	22	94	12
CCn1c(SCC(=O)N/N=C/c2ccc(O)c(OC)c2)nc2ccccc21	-7	-6	-22	-4	-2.5	2	3	0	-7	88	22
N#C/C(=C/c1cc[nH]c1)C(N)=S	-11	295*	-16	-1	-0.1	6	·	-4	17	112	16
COC(=O)C1=C(C)N(CCCC(=O)O)C(=O)NC1c1ccc2c(c1)OCO2 (centres undefined)	17	497	-42	2	-2.2	-3	·	0	0	103	42
COc1ccccc1CNC(=O)CN1CCN(c2ccc(C(C)=O)cc2)CC1	2	-2	·	-2	2.0	1	2	1	13	·	·
O=C(NCCOC(=O)c1cccs1)c1cccnc1	5	-26	-18	-4	-0.6	5	0	-15	-1	104	18
COc1ccc(C2(CO)OC(CO)C(O)C2O)cc1 (centres undefined)	8	·	2	-5	8.2	-6	0	-8	8	91	-2
CCOC(=O)CSc1nnc(NC(=O)c2cc([N+](=O)[O-])cc([N+](=O)[O-])c2)s1	-4	4	-21	-8	0.0	-3	0	-5	-4	·	21
O=C(CCCn1c(=S)[nH]c2cc3c(cc2c1=O)OCO3)N1CCc2ccccc2C1	·	100	·	-7	-0.6	-5	1	-2	3	·	·
NNC(=O)/C(=C\c1cccs1)NC(=O)c1ccccc1	7	-4	-21	-3	-4.8	-2	0	2	-4	106	21
Cc1cccc(NC(=O)Cn2nc([N+](=O)[O-])c(Br)c2C)n1	2	22	-5	9	0.7	1	2	-4	8	116	5
CC(Nc1ccc([N+](=O)[O-])cc1[N+](=O)[O-])c1ccccc1 (centres undefined)	1	·	21	3	0.3	-6	4	6	24	·	-21
Cc1cc(F)ccc1NCC(=O)Nc1ccccc1Br	1	16	6	-7	-2.1	4	-2	5	2	102	-6
Cc1nc(SCC(=O)N2CCOCC2)c2c(=O)n(C)c(=O)n(CC(C)C)c2n1	0	-16	-4	-6	-1.0	-4	28	2	-1	124	4
NC(=S)N=Nc1c(O)[nH]c2c(Cl)cc(Cl)cc12	-2	·	11	-2	6.0	-1	1	-8	30	91	-11
CCOc1ccc(NC(=O)N(Cc2ccc(C)cc2)Cc2ccccn2)cc1	16	-2	0	-6	1.3	-11	0	1	-2	96	0
